Bioassay records as filed in PubChem.
Rin1 Abl inh – inhibitors of human Rin1-Abl protein interaction; TR-FRET Rin1/Abl binding, biochemical; inhibition, % at 7.35 µM; hit rate 0.4% among 360,000; AID 588664; in the data active = inhibition above about 5%, passing the limit was not always enough
MLLE-PAM2 inh – inhibitors of microRNA-mediated deadenylation, human PABP1 MLLE binding. P11940. GST-MLLE / FITC-PAM2 fluorescence polarization. inhibition, % at 20 µM. hit rate 0.36% among 360,000; in the data active = inhibition above about 35%, passing the limit was not always enough;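 also: plate controls were DMSO wells with GST-MLLE for no effect and wells lacking GST-MLLE protein for full effect; some results filed as inactive read as strong as hits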
Target sequence (P11940 whole entry, looked up): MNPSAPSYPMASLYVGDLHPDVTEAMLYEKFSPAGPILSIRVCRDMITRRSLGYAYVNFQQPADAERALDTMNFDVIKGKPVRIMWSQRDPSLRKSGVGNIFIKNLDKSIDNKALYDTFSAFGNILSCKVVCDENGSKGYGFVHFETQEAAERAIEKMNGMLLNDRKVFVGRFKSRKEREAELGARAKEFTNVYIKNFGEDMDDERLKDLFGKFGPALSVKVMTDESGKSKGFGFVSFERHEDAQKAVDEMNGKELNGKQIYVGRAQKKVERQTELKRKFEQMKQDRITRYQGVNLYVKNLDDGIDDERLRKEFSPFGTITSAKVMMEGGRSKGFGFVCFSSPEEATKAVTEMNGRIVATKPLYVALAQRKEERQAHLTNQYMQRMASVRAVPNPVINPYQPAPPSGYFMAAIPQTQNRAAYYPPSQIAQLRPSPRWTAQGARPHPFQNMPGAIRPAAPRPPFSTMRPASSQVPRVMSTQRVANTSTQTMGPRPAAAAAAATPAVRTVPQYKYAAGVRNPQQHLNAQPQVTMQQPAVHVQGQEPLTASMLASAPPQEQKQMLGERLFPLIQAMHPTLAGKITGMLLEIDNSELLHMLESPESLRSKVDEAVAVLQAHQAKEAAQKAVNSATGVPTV
FAS TE block – blocks the thioesterase domain of human fatty acid synthase | P49327 | recombinant FAS-TE, OMFH fluorogenic substrate, fluorescence endpoint | inhibition, % at 15 µM | hit rate 0.67% among 360,000 | AID 602261;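 active = compounds whose normalised, plate-corrected inhibition of enzyme fluorescence in the single-dose primary screen is 50% or more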;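 also: 0% = DMSO with enzyme and 100% = substrate without enzyme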
E coli Lon inh – E. coli protease La inhibition; P0A9M0; purified E. coli Lon protease, fluorescence polarization; inhibition, % at 7.94 µM; hit rate 0.42% among 360,000; AID 602123; in the data active = inhibition above about 13%, passing the limit was not always enough;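 also: 0% = enzyme with probe and DMSO and 100% = no enzyme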
MT1-MMP act inh – MT1-MMP (human) activation inhibition; HT1080 RFP-PRO-GFP cells, GFP/RFP ratio fluorescence, overnight; percent of plate control window, DMSO zero; GFP/RFP ratio change, % at 20 µM; hit rate 0.061% among 360,000;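 active = GFP/RFP ratio change of at least 30% with cell ATP level not reduced by more than half and red fluorescence within 50% of control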; also: strong numbers were not always called active
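Assay system: HT1080 RFP-PRO-GFP cells. Benchmarks: DMSO vehicle wells and RFP-L50D-GFP reporter cell wells. Times: overnight cell settling, then overnight compound exposure, 37 °C, 5% CO2. Compound: 20 µM single dose, 1% DMSO. Read-out basis: GFP/RFP fluorescence ratio.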
NRP1-CendR mod – alters CendR peptide binding to human NRP-1; O14786; inhibition, % at 25 µM; FAM-RPARPAR peptide binding to NRP-1, fluorescence polarization; hit rate 0.85% among 360,000; AID 602438;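 active = inhibition or corrected inhibition above about 18%, plus a signal ratio from 0.5 to 1.5, limit read from the data, passing the limit was not always enough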; also: strong numbers were not always called active
Neddyl block – cullin neddylation inhibition. AID 651699. P61081+Q13564. calls only at 25 µM. hit rate 0.58% among 360,000. TR-FRET cullin neddylation, biochemical; in the data active = inhibition above about 36%
bovine MsrA act – activates bovine MsrA enzyme. AID 602163. purified bovine MsrA, absorbance read-out. activation, % at 10.6 µM. hit rate 0.3% among 360,000; in the data active = activation above about 7.5%;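 also: 0% = vehicle and 100% = reference activator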
SKN-1 inh – blocks SKN-1 activity in C. elegans. C. elegans VP596 Pgst-4::GFP/RFP ratio, acrylamide-induced, 24 h. hit rate 0.49% among 360,000. inhibition, % at 21.8 µM;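 active = interference check ratio from 0.5 to 1.5 plus GFP to RFP signal ratio inhibition reaching or exceeding a fixed threshold, cut at about 30% in these data, passing the limit was not always enough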; also: some compounds called inactive have numbers as strong as hits
Numbers without * were called inactive; i = inactive; x = no result given. An unsorted share of the library, and some 4% of all compounds hit somewhere here.

SMILES	Rin1 Abl inh	MLLE-PAM2 inh	FAS TE block	E coli Lon inh	MT1-MMP act inh	NRP1-CendR mod	Neddyl block	bovine MsrA act	SKN-1 inh
Cc1ccc2nc(SCC(=O)NNC(=O)c3ccccc3)[nH]c2c1	-3.3	-104.2	-10.5	-10.8	1.3	-7.6	i	-2.9	3.7
CCOC(=O)c1ccc(NC(=O)CSc2nncn2-c2cccnc2)cc1	7.8*	-2.8	-3.5	0.2	-4.4	2.7	i	-4.6	-10.4
COc1cscc1C(N)=O	2.1	0.1	-4.6	-0.4	1.5	-9.6	i	-7.8	0.1
CC1=C(C#N)C(Nc2ccc(C)cn2)(C(F)(F)F)C(=O)N1 (centres undefined)	-1.8	-7.4	-8.9	3.4	-0.9	8.4	i	-1.9	13.0
CC(=O)CCc1oc2ccc(C)cc2c1-c1ccc(C)o1	-0.7	6.6	13.0	9.6	-9.1	-8.7	i	-6.2	-6.0
COc1ccc(C2NC(=S)NC(O)(C(F)(F)F)C2C(=O)c2cccs2)cc1 (centres undefined)	-2.6	-42.6	-5.9	-4.3	-2.4	9.1	i	-1.3	7.8
O=C(Nc1ccc(-c2ccc3nncn3n2)cc1)C1CCCC1	-5.4	-9.8	-5.2	-7.7	11.7	-8.0	i	-0.6	-8.2
Cc1nc(C)n(C(=O)N(c2ccccc2)c2ccccc2)n1	-1.0	-0.6	-6.0	-1.5	9.8	-4.2	i	-3.7	-4.9
O=C(Nc1ccc(N2CCN(C(=O)c3ccccc3)CC2)cc1)c1ccc([N+](=O)[O-])o1	-9.9	-3.3	9.9	1.6	-12.2	2.8	i	-3.5	9.3
CCOc1ccccc1NC(=O)c1ccccc1N(C)S(=O)(=O)c1ccc(C)cc1	1.2	-8.2	29.9	6.7	1.9	-7.5	i	-6.6	-21.0
O=[N+]([O-])c1cccc(S(=O)(=O)N2CN(c3ccc(Br)cc3)c3nc4ccccc4nc32)c1	2.7	33.0	32.4	4.8	5.1	6.1	i	-3.6	11.7
C=CCn1c(O)c(N=NC(=S)Nc2cccc(C)c2)c2ccccc21	0.2	41.6*	29.1	-4.4	-4.8	-3.4	i	1.6	0.8
CCOC(=O)/C(=N\Nc1ccccc1Cl)N1CCN(Cc2ccccc2)CC1	-0.1	6.2	29.2	1.6	-6.6	-9.1	i	-9.2	0.8
CCN(CC)S(=O)(=O)c1cccc(-c2nnc(SCC(=O)c3cc(C)n(C)c3C)o2)c1	-0.6	-132.3	17.3	-9.5	-3.5	3.6	i	-3.5	1.6
CCOc1ccc(N(CC(=O)NCc2cccc(OC)c2)S(=O)(=O)c2c(C)noc2C)cc1	3.7	4.0	-0.2	-10.7	-9.3	-2.4	i	-9.2	6.4
COCCCn1c(SCc2cc(=O)[nH]c3ccccc23)nnc1-c1ccco1	-3.8	-6.9	-4.4	-2.4	-1.0	12.5	i	-2.2	-5.2
Cn1c(-n2c(-c3ccco3)nc3ccccc3c2=O)nc2ccccc21	-0.6	-6.8	3.7	8.2	-2.8	2.7	x	-2.1	15.9
Cc1ccc(-c2nn(-c3ccccc3)cc2/C=N/NC(=O)CSc2nnc(C)n2-c2ccccc2)cc1	-1.9	13.0	22.8	2.7	-4.3	-1.8	i	-0.8	-0.1
O=C(c1cccc(-c2ccc(O)cc2)c1)N1CCOCC1	0.2	4.0	-2.5	6.9	1.5	-3.0	i	-2.3	21.2
Cc1ccc(OCC(=O)N2CCC(N3CCCCCC3)CC2)cc1	2.0	14.0	-15.3	-3.0	0.5	-9.0	i	-4.9	-7.0
CCOC(=O)[C@]12CCC=C1N(Cc1ccc3c(c1)OCO3)C(=O)[C@H](CC(=O)NCc1cccc3ccccc13)C2	x	x	18.4	1.1	6.6	1.5	i	-4.0	7.8
CN(Cc1ccccc1)C(=O)COC(=O)C12CC3CC(CC(Br)(C3)C1)C2	4.5	13.4	28.8	-7.9	11.0	2.1	i	-0.8	3.2
COc1ccc(-c2c[n+](CC(=O)c3ccccc3)c3n2CCCCC3)cc1	0.1	-1.7	-0.7	0.9	-1.8	-16.9	i	-6.3	-8.2
Cc1c(Cl)cccc1-n1c(SCC(=O)N2CCC(C(=O)O)CC2)nnc1-c1ccncc1	-0.5	-19.0	-4.7	4.3	0.1	5.9	i	-1.4	-9.8
O=C(CCc1nc2ccccc2c(=O)[nH]1)OCc1nnc(-c2ccccc2)o1	0.0	-20.3	-1.8	-1.7	5.6	7.1	i	-1.9	-9.2
CN(C(=O)CSc1ncnc2sccc12)C1CCCCC1	0.0	-5.9	1.7	-5.5	0.6	1.0	i	-3.1	-4.7
CC(Sc1nnc(CN2CCCC2)n1Cc1ccccc1)C(=O)Nc1ccccc1 (centres undefined)	0.2	-34.4	3.7	-5.9	-0.2	-5.8	i	-0.9	2.8
CCCCNC(=O)COC(=O)c1ccc(C)c(NC(=O)c2ccco2)c1	-1.1	-13.5	-6.1	3.1	-2.8	-8.7	i	-9.3	-1.7
COCc1[nH][nH]c(=O)c1C=Nc1ccc(C(F)(F)F)cc1	5.2	2.5	-8.7	-6.6	-0.1	7.5	i	-3.4	11.9
CCc1ccc(OCC(=O)NC2CCCCC2)c(Br)c1	1.6	-1.9	12.6	36.0*	3.1	14.6	i	-3.0	6.0
O=C(NNC1=NS(=O)(=O)c2ccccc21)C1CC(=O)N(c2ccccc2)C1 (centres undefined)	0.4	-10.4	-16.8	4.7	2.5	1.2	i	-2.2	-0.5
COc1ccccc1Nc1ccc2nonc2c1[N+](=O)[O-]	1.1	5.6	-7.0	-7.8	9.7	11.9	i	-12.8	16.6
C[C@@H]1C(=O)O[C@H]2[C@H](O)[C@@]34[C@H]5C[C@@H](C(C)(C)C)[C@]36[C@@H](OC(=O)[C@@H]6O)O[C@@]4(C(=O)O5)[C@@]12O	-1.1	-5.0	-2.4	7.5	1.1	6.7	i	-1.0	25.0
CCOC(=O)c1csc(N/N=C2\CCCc3ccccc32)n1	4.8	7.8	4.6	9.5	-1.5	4.4	i	-4.5	-3.7
CC(Nc1ncnc2sccc12)c1ccccc1 (centres undefined)	-0.4	-6.8	-4.3	-12.4	-1.2	-14.1	i	-0.2	6.5
Cc1ccnc(NS(=O)(=O)c2ccccc2)n1	-0.2	12.2	-8.6	-12.5	1.0	5.6	i	-4.8	3.4
COc1ccc(NC(C)=O)cc1S(=O)(=O)NC1CCSc2ccccc21 (centres undefined)	2.7	-1.1	-4.8	-8.8	1.5	-2.9	i	-1.3	9.2
O=C(c1ccc2nc(N3CCOCC3)sc2c1)N1CCCC1	-2.5	-2.4	-8.6	-3.7	-1.2	9.1	i	-2.0	-3.5
CCOc1ccc(S(=O)(=O)N2CCN=C2Cc2ccccc2)cc1C	3.9	-2.9	8.1	-4.0	5.7	6.9	i	0.1	-0.7
O=C(NCc1ccc(F)cc1)C(Cc1ccccc1)NS(=O)(=O)c1cccs1 (centres undefined)	2.0	-10.8	-2.6	4.7	-2.7	-1.4	i	-7.1	9.0

An excerpt from above in order of formula weight, highest first:
SMILES	Rin1 Abl inh	MLLE-PAM2 inh	FAS TE block	E coli Lon inh	MT1-MMP act inh	NRP1-CendR mod	Neddyl block	bovine MsrA act	SKN-1 inh
Cc1c(Cl)cccc1-n1c(SCC(=O)N2CCC(C(=O)O)CC2)nnc1-c1ccncc1	-0.5	-19.0	-4.7	4.3	0.1	5.9	i	-1.4	-9.8
CC(=O)CCc1oc2ccc(C)cc2c1-c1ccc(C)o1	-0.7	6.6	13.0	9.6	-9.1	-8.7	i	-6.2	-6.0
CC(Nc1ncnc2sccc12)c1ccccc1 (centres undefined)	-0.4	-6.8	-4.3	-12.4	-1.2	-14.1	i	-0.2	6.5

The results go on.
SMILES	Rin1 Abl inh	MLLE-PAM2 inh	FAS TE block	E coli Lon inh	MT1-MMP act inh	NRP1-CendR mod	Neddyl block	bovine MsrA act	SKN-1 inh
CCCOc1ccc(C(=O)CCNC(Cc2c[nH]c3ccccc23)C(=O)O)cc1 (centres undefined)	1.3	20.5	-1.6	-1.3	-3.1	-5.2	i	-4.7	0.6
COc1ccc(C(NC(=O)/C=C/c2ccco2)c2ccc(OC)cc2)cc1	2.2	-15.8	0.7	-15.1	-1.2	-5.1	i	-7.7	11.6
O=C(O)CC/C(=N\NC(=O)CNC(=O)c1ccc(F)cc1)c1ccccc1	-2.7	-4.4	-7.0	2.1	1.6	-7.7	i	-3.0	10.4
CN1C(C(=O)NCc2ccco2)=CC(c2ccc(F)cc2)=NS1(=O)=O	-1.8	-3.2	0.9	-1.4	0.6	-2.9	i	-5.4	1.4
O=C1CC(N2CCC(Cc3ccccc3)CC2)C(=O)N1CCc1ccccc1 (centres undefined)	4.5	0.5	15.0	-1.8	-1.6	-5.9	i	-2.8	6.4
CC(=O)N(c1ccccc1)c1nnc(-c2cnc(C)cn2)s1	-0.4	4.2	-5.1	11.4	-0.9	-2.4	i	-1.1	8.8
C=CCn1c(SCC(=O)NC2CCS(=O)(=O)C2)nnc1-c1ccncc1 (centres undefined)	0.8	-3.0	-4.3	0.2	-2.3	2.4	i	-3.4	-5.8
O=CNc1ccc(OC(=O)c2cncc(Br)c2)cc1	4.2	-0.1	-3.7	-5.7	-3.3	6.5	i	0.6	27.0
Cc1c(CCC(=O)O)c(=O)n2c([nH]c3ccccc32)c1C#N	-1.4	-20.8	-7.7	-5.9	2.6	-15.0	x	-1.7	2.8
COC(=O)CSc1nnc(-c2ccccc2O)n1-c1ccc(C)cc1	1.6	-7.2	2.6	2.6	1.7	5.2	i	1.2	-22.7
CC(C)Nc1nc(NCCO)nc2ccccc12	x	x	-12.1	8.1	4.8	-10.2	i	-2.8	6.9
Cc1ccc(S(=O)(=O)Oc2cccc(/C=N/Nc3ccc(C(=O)O)cc3)c2)cc1	-2.7	2.0	40.1	-7.6	1.2	-8.2	i	-4.0	-1.7
COc1cc(S(=O)(=O)Nc2ncccc2C)c(OC)cc1Cl	1.0	-5.8	-5.1	-9.8	5.1	5.4	i	-10.2	-16.6
N#CCCN1CCN(S(=O)(=O)c2ccc3c(c2)OCCCO3)CC1	-1.7	7.3	-1.1	-3.1	4.3	2.9	i	-0.4	8.5
CC(=O)Nc1ccc(S(=O)(=O)Nc2cccc(-c3cn4cccnc4n3)c2)cc1	-0.3	-10.8	-3.1	-7.5	5.2	-3.2	x	-3.5	-11.2
O=C(N1CCCCC1)N1CCN(S(=O)(=O)c2ccccc2)CC1	1.3	10.5	-2.6	-1.4	-0.8	3.6	i	-3.0	1.1
CCOc1ccc(-n2ccnc(SCC(=O)Nc3cccc(OC)c3)c2=O)cc1	3.1	35.1	0.4	-9.9	-1.9	0.4	i	-4.4	-10.2
Cc1ccc(SCCC(=O)OC(C)C(=O)Nc2ccccc2)cc1 (centres undefined)	2.9	16.7	-0.7	12.3	15.2	1.2	i	-9.7	10.1
CCOc1ccc(NC(=O)C2CCCCN2S(=O)(=O)c2ccccc2)cc1 (centres undefined)	0.1	2.2	0.5	3.3	4.6	3.5	i	-2.8	5.8
Cc1cc(C)n2c(nc3ccccc32)c1C(=O)NCc1ccccc1	-1.2	5.7	3.2	-5.1	-7.0	-5.9	x	-4.9	8.3
CC(NS(=O)(=O)c1ccccc1)C1COc2ccccc2O1 (centres undefined)	-4.0	15.7	0.0	5.9	1.7	4.1	i	-3.4	22.3
O=C(c1ccco1)N1CCN(c2nc3ccccc3n3nnnc23)CC1	-0.5	35.3	-6.3	-27.5	-6.8	11.5	i	0.9	-4.1
Cc1cc(C)cc(N(CCC#N)C(=O)COC(=O)C2=COCCO2)c1	-1.0	3.1	-1.8	4.9	-2.3	-3.4	i	-3.0	-3.7
